Screening results (PubChem)
Smad3 inh = Smad3 (human) transcription factor binding inhibition; P84022; TR-FRET Smad3/Dy647-FoxH1 peptide binding, europium anti-His; inhibition, % at 25 µM; actives 0.29% (n = 88,000); AID 630;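 active means compounds that reduce the energy-transfer binding signal between the protein and its labelled peptide by more than half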;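 further: 0% = Smad3 plus labelled peptide maximal FRET and 100% = peptide-only background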
Target sequence (P84022 whole entry, looked up): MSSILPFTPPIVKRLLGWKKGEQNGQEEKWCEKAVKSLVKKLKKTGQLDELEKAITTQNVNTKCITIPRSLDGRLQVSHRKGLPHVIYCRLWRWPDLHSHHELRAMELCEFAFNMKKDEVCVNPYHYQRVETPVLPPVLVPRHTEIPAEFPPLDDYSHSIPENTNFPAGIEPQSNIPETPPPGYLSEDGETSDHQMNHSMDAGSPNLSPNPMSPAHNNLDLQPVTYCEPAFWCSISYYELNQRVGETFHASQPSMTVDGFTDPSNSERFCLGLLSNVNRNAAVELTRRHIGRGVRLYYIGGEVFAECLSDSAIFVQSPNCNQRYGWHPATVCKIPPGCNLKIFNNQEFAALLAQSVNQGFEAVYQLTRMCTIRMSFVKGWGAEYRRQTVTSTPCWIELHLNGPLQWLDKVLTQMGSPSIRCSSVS
ERa coact inh = blocks coactivator binding to human estrogen receptor alpha | P03372 | TR-FRET ER-alpha LBD / SRC-1 peptide, estradiol-bound | inhibition, % at 25.6 µM | actives 1.7% (n = 86,000) | AID 629; in the data active means inhibition above about 50%;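 further: 0% = receptor plus peptide control and 100% = peptide only without receptor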
ERa coact pot = ER-alpha (human) coactivator binding potentiation; AID 639; TR-FRET ERalpha-LBD/SRC-Cy5 coactivator binding, 2 h; 100 = basal binding, no effect; P03372; coactivator binding (% of control), % at 25.6 µM; actives 1.3% (n = 86,000); in the data active means activity above about 200%;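 further: binding measured in presence of low estradiol as agonist stimulus; 0% = peptide alone without receptor and 100% = receptor with peptide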
HUVEC inhibit = inhibitors of human endothelial cell proliferation. HUVEC proliferation, CellTiter-Glo luminescence, 72 h; stronger effect = lower value. viability, % at 10 µM (by protocol). actives 1.1% (n = 86,000). AID 648;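 active means viability at or below 30%; inactive means viability above 30%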;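 further: 100% = median luminescence of DMSO-only cell control wells on each plate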
Mac1 fbg enh = CD11b/CD18-fibrinogen binding enhancement; activation, % at 10 µM; AID 1499; P05107+P11215; actives 0.07% (n = 93,000); K562 CD11b/CD18 adhesion to fibrinogen, ATPlite luminescence;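 active means 10 µM primary screen giving 50% or more activity, confirmed by 40% or more on retest at that dose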; further: strong numbers were not always called active
ERb coact inh = ER-beta (human) coactivator binding inhibition. TR-FRET ER-beta LBD / SRC1-Cy5 peptide binding; receptor agonist-loaded with 1 µM estradiol. inhibition, % at 25.6 µM. actives 1.3% (n = 86,000);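 active means compounds whose percent inhibition of the receptor-coactivator binding signal exceeds about 50% in the single-dose screen, limit read from the data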;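 further: 0% = receptor plus peptide wells without compound and 100% = peptide-only wells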
Lung fibro prol = blocks proliferation of human lung fibroblasts; LL 47 human lung fibroblast viability, ATP luminescence; stronger effect = lower value; viability, % at 10 µM; actives 1.1% (n = 85,000);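 active means viability at or below 50% in the single dose screen; inactive means viability above 50%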;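 further: compound exposure lasted 72 h before the ATP readout; 100% = median luminescence of untreated cell-only wells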
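Test system: LL 47 human lung fibroblasts; Quantity: 1,150 cells/well; Buffer or medium: IMEM plus 15% FBS; Dosing: tenfold compound dosing solution, DMSO at 0.1%; Timing: overnight cell rest, 72 h compound treatment at 37 °C; Detection: ATP-based CellTiter-Glo luminescent readout; Read-out basis: viability percentage against median untreated-cell control; Controls: cell-only wells, no compound.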
MT1-MMP txn act = activates MT1-MMP transcription; HT1080 MT1-MMP promoter luciferase reporter, luminescence, overnight; stronger effect = higher value; activation factor at 10 µM; actives 0.16% (n = 86,000); AID 750;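 active means activation factor of at least 2 for MT1-MMP transcription at 10 µM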
H69AR inhibit = blocks growth of human H69AR lung tumor cells | H69AR lung tumor viability, ATP luminescence, 72 h; stronger effect = lower value | viability, % at 10 µM | actives 6% (n = 85,000) | AID 598;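 active means viability at or below 40%; inactive means viability above 40%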;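 further: multidrug resistant small cell line overexpressing MRP-1 efflux transporter; 100% = mean luminescence of untreated control wells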
* marks the source's active call; other numbers are inactive results; / = not tested or not shown; [ ] = another dose, or the depositor's remark.

Results follow in this order: Smad3 inh	ERa coact inh	ERa coact pot	HUVEC inhibit	Mac1 fbg enh	ERb coact inh	Lung fibro prol	MT1-MMP txn act	H69AR inhibit
1) O=C(O)CN1C(=O)CCS(=O)c2ccccc21 (centres undefined)
    1.3	-2.2	122.1[fluorescence artefact?]	91.8	0.3	-8.2[fluorescence artefact?]	98.3	1	103.3
2) CN(CCc1ccccn1)c1ncnc2[nH]ncc12
    -3.7	-5.8	95.0[fluorescence artefact?]	55.0	0.4	1.2	102.2	1.3	84.0
3) CC(=O)NN1C(=O)/C(=C/c2ccc(Br)o2)SC1=S
    2.5	-6.7	74.2	84.8	-2.7	9.6	85.3	1	56.5
4) CC1CCN(c2ncnc3ccccc23)CC1
    -3.0	-8.3	94.8	93.4	/	-3.4	91.5	1	92.1
5) Cc1ccccc1OCC(=O)O/N=C(\N)Cc1ccc(Cl)cc1
    7.2	20.0	104.1	99.2	3.0	4.4	108.8	1.2	104.2
6) CC(C)(C)OC(=O)NCC(=O)NCC(=O)OCc1ccccc1
    3.2	6.0	123.9	87.1	-2.8	-3.1	90.0	1	98.8
7) CCC(C)N(C(=O)C(F)(F)F)C(C(=O)NC1CCCCC1)c1ccncc1 (centres undefined)
    -1.6	-10.7	111.5	96.9	/	-11.4	90.1	1	102.8
8) Cc1cc(C)n2nc(C(=O)NCc3ccccc3)nc2n1
    7.5	3.5	99.6	97.6	-0.4	-5.6	98.5	1.1	96.4
9) CCOC(=O)C1=C(NC#N)OC(C)=C(C)C1c1ccc(O)cc1 (centres undefined)
    -0.7	-1.5	83.8[fluorescence artefact?]	99.0	-3.1	1.4	89.1	1	87.2
10) Cc1cc(C)nc(SCc2nnc(SCC(=O)Nc3c(C)cccc3C)o2)n1
    -7.3	27.2	86.1	90.8	/	-0.4	100.2	1	91.5

Next section:
Results follow in this order: Smad3 inh	ERa coact inh	ERa coact pot	HUVEC inhibit	Mac1 fbg enh	ERb coact inh	Lung fibro prol	MT1-MMP txn act	H69AR inhibit
11) CCOc1ccccc1NC(=O)C(CC(C)C)NC(=O)C1CCC(C)CC1 (centres undefined)
    0.8	2.3[fluorescence artefact?]	104.4[fluorescence artefact?]	/	-1.4	-3.6[fluorescence artefact?]	/	1.1	/
12) Cc1ccc(-c2nc(C)sc2CC(=O)NCc2ccco2)cc1
    3.3	-0.6	109.1	100.7	0.2	-2.2	100.0	1.1	65.3
13) COC(=O)c1c(N)sc(C(=O)N2CCOCC2)c1C
    3.1	-3.2	96.2	91.9	6.4	5.3	100.2	1.1	79.5
14) Cn1cccc1/C=C1\CCC/C(=C\c2cccn2C)C1=O
    4.6	-12.1[fluorescence artefact?]	75.2[fluorescence artefact?]	99.7	0.1	-21.2[fluorescence artefact?]	104.4	1.5	83.2
15) CCOc1ccc(CNc2ccc(N3CCOCC3)c(C(=O)O)c2)cc1
    1.3	1.1	94.5	105.5	-1.2	0.0	96.4	1.2	110.2
16) CCC(C)NC(=O)c1cc(CC(C)C)on1 (centres undefined)
    6.5	-3.1	93.3	105.1	-3.1	-10.8	102.5	1.5	97.0
17) c1ccc(C2Nc3ccccc3-c3nc4ccccc4n32)nc1 (centres undefined)
    2.2	-7.7	118.6	96.0	/	-3.7	98.4	1.2	94.8
18) CCOC(=O)N1CCC2(CC1)C(C#N)=C(N)Oc1c2sc2nc(C)cc(C)c12
    -9.2	-3.5	89.2	85.9	-2.2	-4.2[fluorescence artefact?]	86.1	1	41.5
19) CCn1ncc(C2=NOC(C(=O)Nc3ccc4c(c3)OCO4)C2)c1C (centres undefined)
    3.3	25.9	65.1[fluorescence artefact?]	94.7	-8.2	29.5[fluorescence artefact?]	102.5	1.1	99.8
20) Cc1nc(NC(=O)c2ccc(Br)s2)sc1C(=O)N(C)C
    -1.8	-4.9[fluorescence artefact?]	120.5	86.8	-0.5	-11.2	105.1	1.2	101.7

An excerpt from above in order of the MT1-MMP txn act value, largest number first.
nr	canonical_smiles	Smad3 inh	ERa coact inh	ERa coact pot	Mac1 fbg enh	ERb coact inh	MT1-MMP txn act
14	Cn1cccc1/C=C1\CCC/C(=C\c2cccn2C)C1=O	4.6	-12.1[fluorescence artefact?]	75.2[fluorescence artefact?]	0.1	-21.2[fluorescence artefact?]	1.5
2	CN(CCc1ccccn1)c1ncnc2[nH]ncc12	-3.7	-5.8	95.0[fluorescence artefact?]	0.4	1.2	1.3
17	c1ccc(C2Nc3ccccc3-c3nc4ccccc4n32)nc1 (centres undefined)	2.2	-7.7	118.6	/	-3.7	1.2

One compound at a time, as listed above. Order of values: Smad3 inh, ERa coact inh, ERa coact pot, HUVEC inhibit, Mac1 fbg enh, ERb coact inh, Lung fibro prol, MT1-MMP txn act, H69AR inhibit
c1ccc(C2Nc3ccccc3-c3nc4ccccc4n32)nc1 (centres undefined) across the screens: 2.2, -7.7, 118.6, 96.0, /, -3.7, 98.4, 1.2, 94.8
CCC(C)N(C(=O)C(F)(F)F)C(C(=O)NC1CCCCC1)c1ccncc1 (centres undefined) across the screens: -1.6, -10.7, 111.5, 96.9, /, -11.4, 90.1, 1, 102.8
O=C(O)CN1C(=O)CCS(=O)c2ccccc21 (centres undefined) across the screens: 1.3, -2.2, 122.1[fluorescence artefact?], 91.8, 0.3, -8.2[fluorescence artefact?], 98.3, 1, 103.3
Cc1nc(NC(=O)c2ccc(Br)s2)sc1C(=O)N(C)C across the screens: -1.8, -4.9[fluorescence artefact?], 120.5, 86.8, -0.5, -11.2, 105.1, 1.2, 101.7
CCC(C)NC(=O)c1cc(CC(C)C)on1 (centres undefined) across the screens: 6.5, -3.1, 93.3, 105.1, -3.1, -10.8, 102.5, 1.5, 97.0

Further entries.
Results follow in this order: Smad3 inh	ERa coact inh	ERa coact pot	HUVEC inhibit	Mac1 fbg enh	ERb coact inh	Lung fibro prol	MT1-MMP txn act	H69AR inhibit
21) O=C(NC(Cc1ccccc1)C(=O)O)c1ccc(S(=O)(=O)N2CCOCC2)cc1 (centres undefined)
    7.3	-16.5	123.4	95.7	-1.6	-27.1[fluorescence artefact?]	96.9	1.1	40.8
22) CCCCNc1c2c(nc3c(-c4ccccc4)c(C)nn13)CCC2
    5.7[fluorescence artefact?]	-3.1	105.0	79.6	-1.7	-9.3	84.1	1	27.5*
23) O=C(NCc1cccnc1)c1noc2c1CCCC2
    -14.8	5.2[fluorescence artefact?]	104.0	101.9	-2.0	29.1[fluorescence artefact?]	100.1	1.2	101.6
24) CCc1nc(N[C@H](C(=O)O)C(C)CC)c2oc3ccccc3c2n1 (some centres undefined)
    -9.0	-2.2	108.4	103.7	/	-1.6	98.8	1.1	87.3
25) Cc1nc2cc(S(=O)(=O)C(F)(F)F)ccc2s1
    3.4	-5.2	122.6	96.6	-3.1	-15.2	95.4	1.1	97.0
26) COCCCNC(=O)Cn1nnc(-c2ccc(NC(=O)c3ccc(F)cc3)cc2)n1
    1.0	48.4[fluorescence artefact?]	257.9*[fluorescence artefact?]	89.6	54.2	45.9[fluorescence artefact?]	95.9	1.1	90.9
27) CCCc1nc(SCC(N)=O)[nH]c(=O)c1CC
    -5.8	-0.2	96.5	98.0	2.0	-2.3[fluorescence artefact?]	106.7	1	88.0
28) COc1ccc(OC)c(NC(=O)CSc2nnc(N)s2)c1
    -4.4	6.8[fluorescence artefact?]	105.2	84.5	-5.7	10.3	94.5	1	85.1
29) CCOC(=O)c1[nH]c2ccc(OC)cc2c1NC(=O)c1ccc2c(c1)OCO2
    1.9	5.7[fluorescence artefact?]	98.6	90.3	2.0	7.8[fluorescence artefact?]	97.0	1.1	68.8

These rows are one share of the data; rates above refer to the full screens.
